# HSP90 refold inh: blocks HSP90-mediated luciferase refolding in reticulocyte lysate | AID 1789 | inhibition, % at 5.6 µM | 290,000 tested, 0.91% active | Rabbit reticulocyte lysate, luciferase refolding luminescence, 3 h;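 active = inhibition above the screen-wide mean plus 3 SD, computed separately per campaign, cut at about 16% in these data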;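 note: 0% = DMSO wells and 100% = 60 µM geldanamycin wells; inhibitors lower the luminescence because luciferase stays unfolded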
# IEC-6 cytotox: kills IEC-6 intestinal cells in KLF5 counter-screen; IEC-6 cytotoxicity, luminescence viability; 290,000 tested, 0.78% active; inhibition, % at 5 µM; in the data active = inhibition above about 22%;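 note: 0% = plate median of test compound wells and 100% = cytotoxic reference compound wells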
# HSF1 inh: HSF1 inhibition | NIH3T3-HGL HSE-luciferase, MG132-induced, luminescence 8 h; active compounds read low | activity change, negative = inhibition, % at 7.5 µM (by protocol) | 300,000 tested, 0.77% active;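 active = more than half of replicate wells show activity change below -50%, luminescence cut by over half; inconclusive = some wells, but at most half, below -50%; inactive = no replicate well below -50%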;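 note: luciferase reports HSF-1 transcriptional activity via heat shock element; 0% = median of DMSO wells and -100% = zero luminescence signal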
# HSF-1 act: increases HSF-1 driven luciferase reporter signal. activation, % at 9 µM. NIH3T3-HGL HSF-1 luciferase reporter, MG132, 8 h; 100% = twice DMSO control signal. 300,000 tested, 1.7% active;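 active = mean replicate activation of at least 50% with a set share of replicates each reaching 50%; inconclusive = only one of those two conditions met; inactive = mean below 50% and too few replicates reaching it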;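 note: 0% = median of the neutral control wells and 100% = twice that signal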
# AI-2 QS modul: modulators of Vibrio harveyi AI-2 quorum sensing system | Vibrio harveyi JMH597 AI-2 luminescence/OD600 ratio, 9 h; active compounds read low; strain lacks LuxN and CqsS sensors; 0 = neutral-control median | activity change, % at 7.5 µM | 300,000 tested, 0.4% active | AID 2094; in the data active = activity change below about -75%, passing the limit was not always enough; inconclusive = no clear call, values can overlap the other calls;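 note: luminescence divided by OD600 gain over 9 h not by final OD600 alone; inactives centre near 13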
# aSyn 5UTR inh: 5' untranslated region of α-synuclein, MLPCN primary screen. 300,000 tested, 0.82% active. AID 1813. alpha-synuclein 5'UTR reporter, inhibitor activity. inhibition, % (tested at 7.5 µM); in the data active = inhibition above about 60%; inconclusive = no clear call, values can overlap the other calls;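 note: H4 neuroglioblastoma cells stably carrying SNCA 5'UTR luciferase fusion; 0% = DMSO wells and 100% = positive control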
# Platelet DG rel: modulates dense granule release in human platelets | 300,000 tested, 0.22% active | inhibition, %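 (compounds screened at 7.5 µM in platelet-rich plasma)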 | human platelet-rich plasma, SFLLRN dense granule ATP release, luminescence | AID 1663;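 active = mean replicate score, as percent of positive control, at or above 50; inconclusive = mean below 50 but at least one replicate at or above 50; inactive = mean and every replicate below 50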
# KLF5 inh: kruppel-like factor 5 inhibition; DLD-1 KLF5 promoter-luciferase reporter, luminescence; inhibition, % at 5 µM; 290,000 tested, 0.23% active; AID 1700;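 active = inhibition above a per-plate limit of that plate's mean compound inhibition plus 3 SD, cut at about 60% in these data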;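 note: 0% = DMSO wells and 100% = LY294002 at 200 µM; higher means less KLF5 promoter-driven luciferase light; inactives centre near -14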
# HDAC3 inhib: blocks human histone deacetylase 3. recombinant HDAC3, fluorogenic peptide/trypsin coupled, fluorescence. 320,000 tested, 0.15% active. inhibition, % at 8.3 µM. AID 2718. O15379; in the data active = inhibition above about 26%, passing the limit was not always enough; inconclusive = no clear call, values can overlap the other calls
# Target sequence (O15379 whole entry, looked up): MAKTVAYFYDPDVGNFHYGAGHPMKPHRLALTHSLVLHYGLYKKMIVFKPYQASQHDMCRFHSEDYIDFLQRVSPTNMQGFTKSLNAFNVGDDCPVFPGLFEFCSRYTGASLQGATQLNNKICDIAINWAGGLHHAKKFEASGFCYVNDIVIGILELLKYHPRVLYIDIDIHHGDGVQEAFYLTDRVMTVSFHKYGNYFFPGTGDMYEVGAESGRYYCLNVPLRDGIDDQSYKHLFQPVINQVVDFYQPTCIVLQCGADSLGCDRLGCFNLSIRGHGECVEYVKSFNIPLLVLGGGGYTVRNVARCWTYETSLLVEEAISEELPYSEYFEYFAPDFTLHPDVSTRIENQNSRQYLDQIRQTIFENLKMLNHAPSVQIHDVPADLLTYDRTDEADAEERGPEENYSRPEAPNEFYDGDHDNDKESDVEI
# HIF activator: HIF pathway transcriptional activation; U2OS HRE-luciferase reporter, luminescence; normalized: DMSO 0%, desferrioxamine 100%; activation, % at 7.5 µM (by protocol); 300,000 tested, 0.32% active;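 active = mean activation of at least 10% of the iron chelator positive control signal, with at least half of replicates also reaching 10%; inconclusive = mean and replicate majority disagree about reaching 10%; inactive = mean and most replicates under 10%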
# Active calls of the source: *; ? = inconclusive; / = not tested or not shown.
# Start of the data: the first two records (preview)
SMILES,HSP90 refold inh,IEC-6 cytotox,HSF1 inh,HSF-1 act,AI-2 QS modul,aSyn 5UTR inh,Platelet DG rel,KLF5 inh,HDAC3 inhib,HIF activator
O=C(CCNC(=O)c1ccccc1Cl)Nc1ccc(S(=O)(=O)Nc2ncccn2)cc1,-3,1,-4,-4,3,9,5,-21,-3,0.7
CCn1c(=O)c2cc(C(=O)NC(C)C)sc2c2ccccc21,-5,10,6,9,19,-79,0,-9,-26,0.0

# The whole of this part, repeating the preview:
SMILES,HSP90 refold inh,IEC-6 cytotox,HSF1 inh,HSF-1 act,AI-2 QS modul,aSyn 5UTR inh,Platelet DG rel,KLF5 inh,HDAC3 inhib,HIF activator
O=C(CCNC(=O)c1ccccc1Cl)Nc1ccc(S(=O)(=O)Nc2ncccn2)cc1,-3,1,-4,-4,3,9,5,-21,-3,0.7
CCn1c(=O)c2cc(C(=O)NC(C)C)sc2c2ccccc21,-5,10,6,9,19,-79,0,-9,-26,0.0
Cc1cc(C)c(OCCN(C)C)c(Cl)c1,3,-1,-2,-5,9,8,7,2,0,-0.8
CCN1CCN(c2ccc(S(=O)(=O)N3CCOCC3)cc2NC(=O)/C=C/c2ccc(OC)cc2OC)CC1,/,/,-10,5,12,-9,-1,/,4,0.1
Cc1cccc(NC(=O)CCC(=O)N/N=C/c2cc([N+](=O)[O-])ccc2O)c1,-4,9,-20,-20,-25,-8,1,2,3,-0.1
O=C(CN1CCN(S(=O)(=O)c2ccccc2)CC1)Nc1ccc(Cl)cn1,1,-1,4,0,11,-3,/,-29,-5,-0.9
CC(C)c1ccc(S(=O)(=O)N2CCN(C(=O)CCNS(=O)(=O)c3ccccc3F)CC2)cc1,/,/,3,16,38,18,21,/,5,-0.4
Cn1c(=O)c2c3c(sc2n2c(SCc4ccccc4)nnc12)CCCC3,0,-1,/,/,14,5,13,-13,6,0.1
CCn1nc(C)c(CN2CCN(Cc3ccc(OC)c(C)c3C)C(CCO)C2)c1C (stereo unspecified),1,6,1,6,13,-2,7,-39,1,-0.2
CCOc1ccc(S(=O)(=O)NCCC(=O)NCCOc2ccccc2OC)cc1,/,/,3,-6,1,-13,-29,/,/,-0.1
COC(=O)c1ccc(NC2c3ncccc3C(=O)N2Cc2cccs2)cc1 (stereo unspecified),2,0,4,12,8,-29,-6,-35,7,0.3
O=C(CCC(=O)NC12CC3CC(CC(C3)C1)C2)NC1CCCCC1,-1,-2,-1,-10,27,7,-7,-6,-3,1.0
CC(=O)c1ccc(N2CCN(C(=O)CCCn3c(=O)[nH]c4ccccc4c3=O)CC2)cc1,-4,2,0,0,/,15,-3,-13,3,-0.5
COc1ccc(C2C=C(C)Nc3ncnn32)cc1 (stereo unspecified),/,/,0,21,-2,-154,4,/,-109,0.4
CN1CCN(CCc2cn3ncc(C#N)c3nc2-c2ccc(F)cc2)CC1,1,-1,-2,3,13,-17,-3,-7,1,-0.2
COc1ccc(C2CC(c3ccccc3)=NN2C(=O)COC(=O)C2(C)CC2(Cl)Cl)cc1 (stereo unspecified),1,-7,2,-6,17,-14,8,-6,2,0.2
COc1cc(OC)c(S(=O)(=O)N2CCOCC2)cc1S(=O)(=O)N1CCOCC1,-5,-5,-4,-4,25,8,-2,2,2,-0.4
CCCn1cc(CN2CCC(Cc3ccccc3)(C(=O)OCC)CC2)c(C)n1,-2,-3,-1,7,23,-26,4,-9,1,-0.1
Cc1cccc(OCc2nnc(SCC(=O)N3c4ccccc4CC3C)n2C)c1C (stereo unspecified),3,8,-1,9,29,14,1,3,4,2.1
COc1cc(C#N)ccc1OCC(=O)Nc1cccc(S(=O)(=O)N2CCCC2)c1,-3,-2,-2,-15,5,17,15,-13,-1,0.2
O=C1CCCN1CCCNC(=S)Nc1ccc(Cl)cc1Cl,-4,-3,-7,4,4,8,-3,-2,1,-0.1
CCOc1ccccc1N1CCN(C(=O)Cc2ccc(S(=O)(=O)N3CCOCC3)s2)CC1,/,/,-2,3,11,30,2,/,-1,-6.0
CN1CCN(c2ccc(Cl)cc2NC(=O)CCN2C(=O)c3ccccc3C2=O)CC1,0,2,-2,9,-3,1,1,-24,3,-0.2
Cc1cccc(OCC(=O)Nc2ccc(S(=O)(=O)N3CCCC3)cc2)c1,1,1,-6,2,-97*,-3,-5,14,2,-1.0
Cc1cc(C)c(NC(=O)CS(=O)CC(=O)N2CCN(c3ccccc3)CC2)c(C)c1 (stereo unspecified),6,2,-3,-6,8,-5,-7,-21,6,0.1
Cc1ccc(C)c(C(=O)CCC(=O)NCc2ccc(Cl)cc2)c1,2,0,4,-7,23,4,0,-29,7,-0.3
CCn1cc(C(=O)N2CCN(c3ccccn3)CC2)c2cc(OC)c(OC)cc2c1=O,-3,-7,/,/,/,/,/,-2,6,/
COc1cccc(CNn2c(-c3cccc(C)c3)nc3ccccc3c2=O)c1O,-2,-6,-5,1,14,30,0,5,7,-0.2
CCCCNC(=S)Nc1ccc(SC(F)F)cc1,4,5,21,18,-19,-164,7,-25,3,1.1
COc1cccc(NC(C(=O)Nc2cccc(C(C)=O)c2)c2ccccc2)c1 (stereo unspecified),3,7,9,7,7,-8,5,-22,-3,-0.3
COCCNC(=O)CCCn1c(=O)c2cc(OC)c(OC)cc2n(CC(=O)Nc2ccccc2OC)c1=O,-1,-5,-11,8,14,8,21,-7,/,0.0
O=C(NCc1ccccc1)c1ccc2c(=O)n(CC3CCCO3)c(=S)[nH]c2c1 (stereo unspecified),2,0,-21,-38,10,19,0,0,3,-0.7
Cc1nn(C)c2c(=O)c(=O)c2n(C)[nH]1,-2,-2,-5,-8,14,2,2,-14,-1,-2.1
COc1ncnc2c1sc1nc(-c3ccccc3)c3c(c12)CCCC3,-5,8,-6,14,15,20,14,-10,-2,0.1
COc1ccc(-c2nc(N/N=C(\C)c3ccc(O)cc3)c3ccccc3n2)cc1,3,-5,13,24,12,-92,3,-51,1,1.3
Cc1cccc(NC(=S)N2CCCCCC2)c1,-4,-3,-25,-40,-10,-32,-38,-53,-6,3.1
O=C(CSc1nc2ccccc2[nH]1)Nc1ccc(F)cc1,-5,3,7,4,15,16,27,-27,8,0.2
COC(=O)c1ccc(C(=S)N2CCOCC2)cc1,0,2,5,9,8,-3,-9,8,1,-0.3
C=CCn1cccc(C(=O)Nc2cc(OC)c(OC)c(OC)c2)c1=O,-1,0,0,6,12,11,-3,-1,9,0.1
COc1ccc(NC(=O)c2ccccc2N2C(=O)C3C4C=CC(C5CC45)C3C2=O)c(OC)c1 (stereo unspecified),-4,-10,-5,-16,9,12,-3,-1,0,-0.2
CCC(=O)c1c[nH]c(C(=O)N2CCN(c3ccccc3)CC2)c1,-2,1,6,16,22,4,7,-11,0,-0.1
CC1=C(C(=O)OCc2ccccc2)C(c2ccco2)n2ncnc2N1 (stereo unspecified),0,-1,-5,-11,6,-9,-4,-4,1,-0.3
CCc1ccccc1Nc1nc(N)nc(COC(=O)CCNS(=O)(=O)c2ccccc2)n1,/,/,-4,7,16,1,-3,/,-2,-26
COc1ccc(N2C(=O)C3CCCN3C2c2cccs2)cc1 (stereo unspecified),1,-2,2,5,-1,8,26,-45,2,-0.1
CCOc1ccc(CCNC(=O)c2cc(C)nc3ccccc23)cc1OCC,-2,8,-1,-14,18,11,0,-5,3,0.2
CC(=O)Nc1ccc(C(=O)NC2CCCC2)cc1,-2,-10,/,/,/,/,/,-28,-3,/
Cc1c(OCC(=O)NC2CC(C)(C)NC(C)(C)C2)ccc2c1oc(=O)c1ccccc12,-2,6,-1,8,10,-107,5,-20,-76,-0.7
CNC(=S)N1N=C(c2ccc(C)cc2)CC1c1cc(OC)ccc1OC (stereo unspecified),3,13,7,25,24,0,-3,-15,8,1.0
O=C(O)c1ccc(/C=C/C(=O)c2ccc3c(c2)OCCCO3)cc1,51*,2,-12,4,10,-135,19,-45,6,-13
Cc1cccc(NC(=S)NNC(=O)c2cc3c(s2)CCC(C)C3)c1C (stereo unspecified),-6,6,13,23,17,4,6,4,0,-0.2

# The list continues:
SMILES,HSP90 refold inh,IEC-6 cytotox,HSF1 inh,HSF-1 act,AI-2 QS modul,aSyn 5UTR inh,Platelet DG rel,KLF5 inh,HDAC3 inhib,HIF activator
CN(C)S(=O)(=O)c1cccc(C(=O)OCC(=O)Nc2sccc2C#N)c1,-2,-3,9,-8,-9,-17,-4,-29,?,1.5
C(CNC1C2CC3CC(C2)CC1C3)CN1CCOCC1 (stereo unspecified),0,-3,-2,4,4,5,8,1,1,0.1
CN(Cc1ccccc1)c1nc(-c2cccc([N+](=O)[O-])c2)nc2ccccc12,5,8,-13,8,25,-19,-10,-6,/,-0.2
CCOc1ccc(-c2cc(N)n(S(=O)(=O)c3ccc(OC)c(OC)c3)n2)cc1,1,8,3,3,13,24,-4,-17,3,-0.2
CCOc1cc(-n2ncc(C#N)c2N)nc(SC)n1,-3,-3,-1,0,11,39,4,-30,1,-0.9
S=C(Nc1cccc2ccccc12)NN1CCOCC1,-1,0,16,5,12,-8,-1,-20,-3,0.7
COc1ccccc1S(=O)(=O)n1cc(Cc2ccccc2)c(N)n1,4,0,/,/,11,/,-2,-23,3,/
CC(O)CNc1nc2ccccc2n1CC(=O)NC12CC3CC(CC(C3)C1)C2 (stereo unspecified),-1,0,0,6,0,9,2,-23,6,-0.5
CCc1ccc(N(CC(=O)NC(C)(C)C)C(=O)CNC(=O)c2cccs2)cc1,0,-9,-1,-19,7,4,/,3,5,-0.1
CCOP(=O)(OCC)C(NC(=O)c1cc([N+](=O)[O-])cc([N+](=O)[O-])c1)C(F)(F)F (stereo unspecified),1,-1,0,-3,9,-5,-1,-16,2,-0.5
O=C(CNC(=O)c1ccccc1Br)NCCSc1ccc(Br)cc1,/,/,0,9,5,20,11,/,7,-2.3
COc1ccccc1NNC(=O)C(O)(c1ccccc1)c1ccccc1,-4,-7,-7,17,10,6,16,-20,1,0.1
O=C(Nc1cccc(S(=O)(=O)N2CCOCC2)c1)c1cn(-c2ccccc2)nc1-c1ccccc1,-1,4,5,15,14,6,5,-34,12,-0.3
C=CCN1C(=O)CSc2ccc(C(=O)NCc3ccco3)cc21,1,2,9,15,11,17,4,-29,-3,-0.5
CCOC(=O)c1sc2ncn(C(CC)C(=O)OCC)c(=O)c2c1C (stereo unspecified),0,2,2,-3,6,4,1,22,-6,0.4
CCOc1ccc(NC(=O)CN(C)C(=O)CSCc2c(C)noc2C)cc1OCC,/,/,-1,-3,13,-2,-5,/,-4,-0.2
CSCCC(=O)N(C)CC1CCN(CCc2cccc(C(F)(F)F)c2)CC1,-3,5,-7,-3,21,5,0,-11,-2,1.3
CCOCCn1c(N2CCCC2)nc2c1c(=O)n(C)c(=O)n2C,-1,3,-4,-11,24,-15,6,12,2,0.9
COc1ccccc1NC(=S)NCCC(c1ccccc1)c1ccccc1,2,-1,8,17,52,-1,0,-10,6,-0.1
CS(=O)(=O)N1c2ccccc2[C@]2(Br)C[C@H]3C(=O)N[C@@H](Cc4ccccc4)C(=O)N3[C@H]12,/,/,3,4,15,6,5,/,-3,-0.6
CC(C)c1nnc(NC(=O)CSc2nc3ccccc3s2)s1,0,-3,/,/,45,-21,-7,-17,-3,0.3
CCn1cc(CN2CCc3c([nH]c4ccccc34)C2c2cccc(O)c2)c(C)n1 (stereo unspecified),-6,7,-3,-12,21,-35,4,-10,-5,0.3

# Screening results deposited in PubChem BioAssay by several laboratories.
